Source: PubChem
MPTP inh: mitochondrial permeability transition pore inhibitors, primary screen, biochemical, isolated mouse mitochondria, absorbance. Ca2+ swelling absorbance, 30 min. inhibition, % at 10 µM. 360,000 tested, 1.4% active. AID 602449, 2012;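 active means inhibition of 50% or more, scaled per plate between neutral and stimulator controls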;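 further: 0% = DMSO wells given calcium and 100% = 1 mM EGTA wells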
A3G deaminase: APOBEC3G DNA deaminase inhibitors, primary screen, biochemical, fluorescence, single-stranded DNA substrate, uHTS; DNA dC->dU-editing enzyme APOBEC-3G (Homo sapiens), Q9HC16; recombinant A3G, ssDNA deamination FAM/TAMRA fluorescence; inhibition, % at 20 µM; 330,000 tested, 0.28% active; AID 493012, 2011;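 active means inhibition of at least 40% at 20 µM, with no more than 30% in the related APOBEC3A deaminase screen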;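 further: plate controls were DMSO wells with A3G for no effect and wells lacking A3G enzyme for full effect; some compounds called inactive have numbers as strong as hits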
Target sequence (Q9HC16 whole entry, looked up): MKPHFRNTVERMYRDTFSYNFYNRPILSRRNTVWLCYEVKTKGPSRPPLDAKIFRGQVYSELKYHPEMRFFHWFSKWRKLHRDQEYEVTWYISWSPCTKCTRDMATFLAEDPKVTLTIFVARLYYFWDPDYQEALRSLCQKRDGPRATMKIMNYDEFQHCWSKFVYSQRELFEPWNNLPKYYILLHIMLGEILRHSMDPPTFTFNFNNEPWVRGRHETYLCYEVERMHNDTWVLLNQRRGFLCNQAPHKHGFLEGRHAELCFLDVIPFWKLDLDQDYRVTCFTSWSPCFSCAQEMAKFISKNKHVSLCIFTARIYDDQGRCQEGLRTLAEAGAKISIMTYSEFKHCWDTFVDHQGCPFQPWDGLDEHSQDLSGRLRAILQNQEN
mIAP act: activators of mouse IAP, primary screen, biochemical, luminescence, uHTS. intestinal alkaline phosphatase [Mus musculus]. muIAP, CDP-Star luminescence, 30 min; active compounds read high; 1 = vehicle-only enzyme signal, 0 = enzyme-free wells. activation factor at 10 µM. 330,000 tested, 0.24% active;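 active means activation factor of at least 2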; further: the source names both 10 and 20 µM as test concentration; values of inactives mirror those of a sister screen read the other way
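Assay system: mouse IAP enzyme; reagent: chemiluminescent substrate CDP-Star; dosing: test compounds delivered from DMSO solution; schedule: 30 min at room temperature; measured by: luminescence from enzymatic CDP-Star hydrolysis; controls: DMSO-only wells and no-enzyme negative control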
hIAP block: human IAP inhibitors, primary screen, biochemical, luminescence, uHTS | purified IAP, CDP-Star luminescence, 30 min | Intestinal-type alkaline phosphatase (Homo sapiens), P09923 | 330,000 tested, 0.12% active | inhibition, % at 10 µM;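 active means inhibition reaching a set limit with compound at 10 µM in the primary screen, cut at about 35% in these data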;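 further: plate controls were DMSO wells with enzyme for no effect and no-enzyme buffer wells for full effect; values of inactives mirror those of a sister screen read the other way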
ATG4B inh: ATG4B protease inhibitors, primary screen, biochemical, fluorescence, uHTS; Cysteine protease ATG4B (Homo sapiens), Q9Y4P1; ATG4B cleavage of LC3-PLA2, NBD-HPC fluorescence, 1 h; inhibition, % at 8.33 µM; 340,000 tested, 0.51% active; AID 504462, 2011; in the data active means inhibition above about 40%
Target sequence (Q9Y4P1 whole entry, looked up): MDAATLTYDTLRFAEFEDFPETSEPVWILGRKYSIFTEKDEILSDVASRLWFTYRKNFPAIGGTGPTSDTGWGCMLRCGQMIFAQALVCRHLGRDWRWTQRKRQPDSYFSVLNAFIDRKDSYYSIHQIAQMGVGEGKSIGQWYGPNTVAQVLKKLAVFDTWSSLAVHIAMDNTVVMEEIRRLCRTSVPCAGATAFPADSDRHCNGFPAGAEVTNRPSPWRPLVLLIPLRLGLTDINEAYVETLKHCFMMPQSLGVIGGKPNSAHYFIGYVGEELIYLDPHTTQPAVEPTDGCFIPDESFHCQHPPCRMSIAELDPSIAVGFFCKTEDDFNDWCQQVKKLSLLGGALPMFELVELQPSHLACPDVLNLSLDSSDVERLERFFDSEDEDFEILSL
hIAP act: human IAP activators, primary screen, biochemical, luminescence, uHTS; activation factor at 10 µM; purified human IAP, CDP-Star luminescence, 30 min; active compounds read high; 1 = vehicle-only enzyme, 0 = enzyme-free background; 330,000 tested, 0.16% active;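 active means activation factor of the enzyme at least 2-fold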; further: the source names both 10 and 20 µM as test concentration; values of inactives mirror those of a sister screen read the other way
mIAP block: inhibitors of mouse IAP, primary screen, biochemical, luminescence, uHTS; 330,000 tested, 0.2% active; inhibition, % at 10 µM; purified mouse IAP, CDP-Star luminescence, 30 min; intestinal alkaline phosphatase [Mus musculus];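 active means inhibition of at least 40% at 10 µM in the primary screen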;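 further: plate controls were DMSO with enzyme for no effect and no enzyme wells for full effect; values of inactives mirror those of a sister screen read the other way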
APOBEC3A inh: APOBEC3A ssDNA deaminase inhibitors, primary screen, selectivity assay for APOBEC3G inhibitor project, biochemical, FAM/TAMRA oligo cleavage fluorescence. inhibition, % at 20 µM. 330,000 tested, 0.41% active. AID 493011, 2011. DNA dC->dU-editing enzyme APOBEC-3A (Homo sapiens), P31941. recombinant A3A, FAM/TAMRA ssDNA deamination fluorescence;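 active means at least 40% inhibition at 20 µM here, with at most 30% in a related deaminase screen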;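 further: plate controls were A3A with DMSO for no effect and wells lacking A3A enzyme for full effect; some results filed as inactive read as strong as hits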
Target sequence (P31941 whole entry, looked up): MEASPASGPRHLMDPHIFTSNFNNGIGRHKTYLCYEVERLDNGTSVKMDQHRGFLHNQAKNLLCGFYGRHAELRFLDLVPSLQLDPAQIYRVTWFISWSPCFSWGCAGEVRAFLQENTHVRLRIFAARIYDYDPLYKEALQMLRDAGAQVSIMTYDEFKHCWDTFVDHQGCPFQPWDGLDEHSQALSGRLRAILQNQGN
MIN6 prolif: inducers of MIN6 beta-cell proliferation, primary screen, ATP luminescence, uHTS | MIN6 cells proliferation, ATPlite luminescence, 48 h; cells starved in 0.2% serum; 100% = growth in 10% serum | proliferation, % at 10 µM | 330,000 tested, 0.29% active;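 active means compounds whose signal lies at least 3.5 SD above the mean of all wells on their plate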;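 further: 0% = DMSO-treated cells in low-serum medium and 100% = 10% serum control; some compounds called inactive have numbers as strong as hits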
An asterisk follows results filed as active; / = no result given.

SMILES	MPTP inh	A3G deaminase	mIAP act	hIAP block	ATG4B inh	hIAP act	mIAP block	APOBEC3A inh	MIN6 prolif
O=C(NCCCC1CCCC1)C1CCC(=O)N(Cc2cccc(F)c2)C1 (centres undefined)	-2.1	11	1.1	-24	8	1.2	-8	-4	-7
CC(C)CCNC(=O)CCn1nc(-c2ccc(Cl)cc2)ccc1=O	-1.4	0	0.99	16	7	0.84	1	2	3
O=C(O)C1CCN(S(=O)(=O)c2ccc(N3CCC(O)CC3)c([N+](=O)[O-])c2)CC1	1.0	-6	1	1	-1	0.99	-2	-4	-3
CC(C)c1ccc(CN2CCC(C(=O)NCc3cccnc3)CC2)cc1	1.5	2	0.98	-6	-10	1.1	2	-1	-3
O=C(CCc1ccc(S(=O)(=O)NCc2ccccc2)cc1)NCc1ccc2c(c1)OCO2	-1.3	-4	1.1	-22	-1	1.2	-6	-1	0
CCOC(=O)c1sc(=S)n(CC)c1NC(=O)c1ccccc1	5.7	0	1	-31	-3	1.3	-2	5	2
CCOc1cc(/C=N/N2CCOCC2)ccc1OCc1ccc(C(=O)OC)o1	0.8	-2	1.1	-23	-5	1.2	-6	-5	3
N#C/C(C(=O)Nc1ccc(Cl)cc1)=C(/S)Nc1ccccc1	0.3	16	0.97	1	28	0.99	3	-1	-7
COc1cccc(NC(=O)COC(=O)CCCc2c[nH]c3ccccc23)c1	-2.7	-4	1.1	5	-25	0.95	-6	0	-2
CCC1S/C(=C(\C#N)C(=O)NCc2ccco2)N(c2ccc(Br)cc2)C1=O (centres undefined)	0.7	-3	0.83	13	2	0.87	17	-2	-4
CC(C)c1ccc(OCCCCN2CCCCC2)cc1	0.8	-7	1	-9	-7	1.1	-2	-2	-2
Oc1ccc2ccccc2c1Br	1.5	-9	0.94	-17	-6	1.2	6	-5	-2
COC(=O)c1ccc2[nH]c(CO)c(-c3ccccc3)c2c1	1.4	-3	1	-4	-4	1	-4	1	-1
CCCCc1nc(N2CCOCC2)c(C#N)c2c1CCCC2	-1.2	-1	0.98	4	-10	0.96	2	-1	-1
N#Cc1c(-c2ccccc2)nc2n(c1=O)CCS2	-0.2	0	0.93	-8	-13	1.1	7	3	1
CCOC(=O)c1[nH]c2ccc(F)cc2c1NC(=O)C(C)N1CCc2cc(OC)c(OC)cc2C1 (centres undefined)	0.1	5	1.1	-4	-25	1	-5	31	0
CC(C)C1=C2OC(N)=C(C#N)C(C#N)=C2C(C)CC1 (centres undefined)	0.8	26	1	-28	-5	1.3	-2	-5	1
Cc1ccc(S(=O)(=O)Cc2ccc(C(=O)N3CCCCCC3)o2)cc1	-2.3	-3	1	-1	-7	1	-3	1	3
CCCn1nnc(NC(=O)c2cc3ccccc3o2)n1	-2.1	-9	0.97	-4	1	1	3	-5	0
CCOc1ccc(N2C(=O)c3ccccc3C2O)cc1 (centres undefined)	1.3	1	0.94	7	-9	0.93	6	-2	-3
O=C(NCc1cccs1)c1ccc(Cl)s1	-0.3	-3	1	5	2	0.95	-3	-1	-1
CCOC(=O)C1(Cc2cccc(Cl)c2)CCCN(C(=O)c2ccoc2C)C1 (centres undefined)	0.4	-2	1	-21	11	1.2	-4	-3	-3
CC1=C(C(=O)NCCN2CCN(C)CC2)C2(CCC(C)CC2)OC1=O (centres undefined)	-0.5	-4	0.96	17	5	0.83	4	-2	3
CCOCCCNC(=O)c1ccc(N2CC3CC(C2)c2cccc(=O)n2C3)c(NC(=O)Nc2cccc(OC)c2)c1 (centres undefined)	-1.0	-6	1	-16	7	1.2	-4	-4	-3
O=C(CN1C(=O)CC(c2ccco2)Sc2ccccc21)Nc1ccc2c(c1)OCCO2 (centres undefined)	1.3	-1	1.1	-9	-7	1.1	-9	2	-4

(cont.)
SMILES	MPTP inh	A3G deaminase	mIAP act	hIAP block	ATG4B inh	hIAP act	mIAP block	APOBEC3A inh	MIN6 prolif
O=C(N/N=C/c1sc(N2CCOCC2)nc1-c1ccccc1)c1ccccc1F	/	-7	0.99	-9	-6	1.1	1	0	-1
CC(C)(C)Nc1nc(-c2ccccn2)nc2ccccc12	1.0	-4	0.91	-34	6	1.3	9	3	-5
Cc1occc1C(=O)N=Nc1c(O)[nH]c2ccc(Br)cc12	/	0	0.96	-17	/	1.2	4	1	-1
CCCCCc1nnc(NC(=O)OCCC)s1	-0.6	3	1	1	-2	0.99	0	4	7
CCOc1ccc(N(CC(=O)Nc2ccc(C)c(C)c2)S(=O)(=O)c2c(C)noc2C)cc1	2.7	-6	2.1*	-4	0	1	-108	-3	-8
O=C(NCc1ccccc1Cl)c1ccc(-c2ccccc2)cc1	1.2	-4	0.9	21	18	0.79	10	1	-1
COc1cc(OC)cc(C(=O)N2CCC(n3c(C)nc4cc(F)ccc43)CC2)c1	-0.5	0	1	6	-10	0.94	0	2	-1
O=[N+]([O-])c1cccc(/C=N/N=C\c2ccccc2)c1	4.7	-8	0.97	4	4	0.96	3	3	1
O=C(CSc1nnnn1C1CCCC1)Nc1cccc(NC(=O)c2ccco2)c1	-0.4	-9	1	0	-13	1	0	-4	-2
CN(Cc1cccs1)C(=O)CN1CCN(S(=O)(=O)c2ccc3c(c2)OCCCO3)CC1	-0.8	-2	0.95	3	8	0.97	5	6	6
COc1ccc(CC(=O)Nc2ccc(S(=O)(=O)N3CCC(C)CC3)cc2)c(OC)c1	-0.5	-4	1.3	1	-28	0.99	-32	11	-2
CCCCCN1CSC(=S)N(Cc2ccccc2)C1	-0.1	-1	0.85	-4	-4	1	15	-2	-6
CCC(=NCc1ccco1)c1c(C(F)(F)F)[nH]n(-c2nc3ccccc3s2)c1=O	1.4	-5	0.94	12	3	0.88	6	-4	-3
Cc1[nH]c2ccccc2c1Cc1n[nH]c(=S)n1C	4.8	26	0.95	-9	12	1.1	4	-7	-2
CCOC(=O)CSc1nc(C(C)C)nc2ccccc12	0.0	-1	1	3	1	0.97	0	3	-1
Cc1cc(C(=O)COC(=O)c2ccc(O)cc2)c(C)n1CC(F)(F)F	-0.2	-6	1	-2	-8	1	0	-2	3
COc1cc(NC(=O)C2CCN(S(=O)(=O)c3cccc4nonc34)CC2)cc(OC)c1	-1.0	5	0.99	-36	-16	1.4	1	-1	-4
CC(C)CCNC(=O)C1CCC(=O)N1C(C)C (centres undefined)	-0.5	-7	0.97	11	-2	0.89	3	-2	0
O=Cc1cn(CC(O)Cn2cc(C=O)c3ccccc32)c2ccccc12	0.9	4	1.1	-2	-12	1	-5	3	-2
Cc1cc(C)n2c(SCC(=O)NC3CCCCC3C)nnc2n1 (centres undefined)	-1.4	1	1	-24	-4	1.2	-3	-3	-1
Cc1cccc(C)c1NC(=O)CCCSc1nnnn1C	0.0	2	0.97	13	-15	0.87	3	2	-4
Cc1nnc(SCC(=O)Nc2sccc2C(N)=O)n1Cc1ccccc1	-0.2	2	0.97	-3	-1	1	3	3	-4
O=c1c2c([N+](=O)[O-])cc([N+](=O)[O-])cc2sn1Cc1ccccc1	4.5	70*	0.95	6	0	0.94	5	0	-5
NS(=O)(=O)c1ccc(CNC(=O)c2ccc(Cl)c(S(=O)(=O)NCc3ccccc3)c2)cc1	-1.4	-9	0.9	21	-19	0.79	10	-3	-1
CC(=O)Nc1ccc(S(=O)(=O)Nc2cc(C)c(-n3nc4ccccc4n3)cc2O)cc1	-0.5	-6	0.78	-7	8	1.1	22	-4	-1

Additional records follow:
SMILES	MPTP inh	A3G deaminase	mIAP act	hIAP block	ATG4B inh	hIAP act	mIAP block	APOBEC3A inh	MIN6 prolif
COc1ccccc1NC(=O)C(CC(C)C)NC(=O)C1CCCCC1 (centres undefined)	-0.9	0	1.1	-1	-6	1	-6	0	3
Cc1ccc(NC(=O)CC(=O)Nc2ccc(C)cc2C)c(C)c1	-0.4	-10	0.96	7	4	0.93	4	10	-1
COc1ccc(C2(C)NC(=O)N(CC(=O)c3ccc4c(c3)OCO4)C2=O)cc1 (centres undefined)	-1.2	-10	0.94	8	-3	0.92	6	3	0
CCNC(=S)Nc1scc(-c2ccccc2)c1C(=O)OCC	21	-4	0.87	-7	2	1.1	13	-1	0
Cc1ccccc1NCC(=O)N/N=C/c1c[nH]c2ccccc12	-0.3	-1	1.1	12	-27	0.88	-8	-1	-2
C(=N\Nc1nc2ccccc2[nH]1)/c1ccncc1	-0.5	-4	0.92	2	-8	0.98	8	-1	-3
NC(=O)CN1CCN(S(=O)(=O)c2ccc(Cl)cc2)CC1	-1.5	3	1.1	9	22	0.91	-8	3	-1
CCN1C(=O)/C(=C2\SC(=S)N(NC(=O)c3cccnc3)C2=O)c2ccccc21	2.2	-7	0.51	-18	-3	1.2	49*	-4	-4
COc1ccc(C(=O)N[C@H](C(=O)NCc2ccc(C)cc2)C(C)C)cc1	-1.0	-9	0.98	14	-9	0.86	2	1	0
CCOC(=O)c1c(C)n(C)c2cc(Br)c(OC)cc12	0.3	-5	0.99	6	-4	0.94	1	-1	4

Of the compounds above, these contain an NH in an aromatic ring:
SMILES	MPTP inh	A3G deaminase	mIAP act	hIAP block	ATG4B inh	hIAP act	mIAP block	APOBEC3A inh	MIN6 prolif
COc1cccc(NC(=O)COC(=O)CCCc2c[nH]c3ccccc23)c1	-2.7	-4	1.1	5	-25	0.95	-6	0	-2
COC(=O)c1ccc2[nH]c(CO)c(-c3ccccc3)c2c1	1.4	-3	1	-4	-4	1	-4	1	-1
CCOC(=O)c1[nH]c2ccc(F)cc2c1NC(=O)C(C)N1CCc2cc(OC)c(OC)cc2C1 (centres undefined)	0.1	5	1.1	-4	-25	1	-5	31	0
Cc1occc1C(=O)N=Nc1c(O)[nH]c2ccc(Br)cc12	/	0	0.96	-17	/	1.2	4	1	-1
CCC(=NCc1ccco1)c1c(C(F)(F)F)[nH]n(-c2nc3ccccc3s2)c1=O	1.4	-5	0.94	12	3	0.88	6	-4	-3
Cc1[nH]c2ccccc2c1Cc1n[nH]c(=S)n1C	4.8	26	0.95	-9	12	1.1	4	-7	-2
Cc1ccccc1NCC(=O)N/N=C/c1c[nH]c2ccccc12	-0.3	-1	1.1	12	-27	0.88	-8	-1	-2
C(=N\Nc1nc2ccccc2[nH]1)/c1ccncc1	-0.5	-4	0.92	2	-8	0.98	8	-1	-3
